# TDP1 cell noCPT – qHTS for Inhibitors of human tyrosyl-DNA phosphodiesterase 1 (TDP1): qHTS in cells in absence of CPT. DT40 Tdp1-/- hTDP1 cells, no CPT, ATP luminescence, 48 h. actives 15% (n = 420,000). Potency, µM (titrated, usually from 46.2 µM), without a hit: at the top dose activity change, negative = growth inhibition, actives largely listed as inhibitors; further: nearly all actives have a fitted effect of over 55% in size
#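 Camptothecin absent (DMSO only). Human TDP1-complemented DT40 knockout cells, 400 cells/well, 37 °C for minimum 48 hr; ATP measured via CellTiter-Glo, 30 min dark incubation, luminescence.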
# N370S GC mod – qHTS Assay for Inhibitors and Activators of N370S glucocerebrosidase as a Potential Chaperone Treatment of Gaucher Disease; Lysosomal acid glucosylceramidase (Homo sapiens), P04062; N370S GC spleen homogenate, 4MU-glucoside fluorescence; Potency, µM (titrated, usually from 59.4 µM), for the others: at the top dose activity change, negative = inhibition, actives largely listed as inhibitors; actives 0.092% (n = 330,000);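 further: 0% = full enzyme activity and -100% = no enzyme basal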
# TDP1 block – qHTS Assay for Inhibitors of Tyrosyl-DNA Phosphodiesterase (TDP1) | Tyrosyl-DNA phosphodiesterase 1 (Homo sapiens), Q9NUW8 | actives 0.28% (n = 350,000) | recombinant TDP1, AlphaScreen DNA substrate cleavage | Potency, µM (highest dose often 130 µM), for the others: top-dose activity change, negative = inhibition, hits mostly inhibitors | AID 485290, 2010; further: nearly all actives have a fitted effect of over 40% in size
# Target sequence (Q9NUW8 whole entry, looked up): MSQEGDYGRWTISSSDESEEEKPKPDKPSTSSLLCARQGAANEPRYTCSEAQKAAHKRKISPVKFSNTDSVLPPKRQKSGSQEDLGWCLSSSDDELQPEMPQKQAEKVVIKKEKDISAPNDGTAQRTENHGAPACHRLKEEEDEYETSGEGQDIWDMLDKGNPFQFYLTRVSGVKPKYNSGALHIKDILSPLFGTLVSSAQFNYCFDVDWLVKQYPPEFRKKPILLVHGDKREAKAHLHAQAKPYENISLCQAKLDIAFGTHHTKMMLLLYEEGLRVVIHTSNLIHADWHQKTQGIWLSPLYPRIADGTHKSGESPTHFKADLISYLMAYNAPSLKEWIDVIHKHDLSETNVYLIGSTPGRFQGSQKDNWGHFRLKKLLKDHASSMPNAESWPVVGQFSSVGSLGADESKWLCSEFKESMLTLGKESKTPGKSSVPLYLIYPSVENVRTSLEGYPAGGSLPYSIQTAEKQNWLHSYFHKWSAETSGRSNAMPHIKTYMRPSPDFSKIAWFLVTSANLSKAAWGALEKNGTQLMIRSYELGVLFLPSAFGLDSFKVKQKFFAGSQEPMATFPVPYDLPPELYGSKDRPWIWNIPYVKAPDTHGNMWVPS
#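 Steps: enzyme plus compound, 15 min RT; add biotin/phosphotyrosine-FITC oligonucleotide (15 nM final), react 5 min; add donor/acceptor beads (10 ug/ml final), 10 min; read AlphaScreen. Tdp1 at 1 nM final.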
# An asterisk follows results filed as active; ? = inconclusive; / = no result given; & = joins results of further samples; [ ] = another dose, or the depositor's remark. The call rests on the fitted dose curve; in most records, active means well fitted curve in the direction sought with a large enough effect; inconclusive means small, poorly fitted or top-dose-only effect, or another doubt; inactive means no such curve, though single readings can be large; an effect the other way counts as inactive or inconclusive. Unless noted, on the % scale 0 is the no-effect control and ±100 the full control effect; potency means the concentration at half of the fitted maximal effect.
# Start of the data: the first six compounds, to show the layout:
SMILES,TDP1 cell noCPT,N370S GC mod,TDP1 block
CC(=O)NS(=O)(=O)c1ccc(NC(=O)c2ccc(S(=O)(=O)N3CCCC3)cc2)cc1,-3%,/,-1%[56.1 µM]
C/C(=N\NC(=O)c1cc2c(s1)CCC(C)C2)c1ccc[nH]1 (stereo not given),-24%,/,1%
CCOC(=O)c1c(C)[nH]c(=S)c(C#N)c1-c1ccccc1,-20%,-8%,3%
O=C(CNC(=O)c1ccc2c(c1)OCO2)N/N=C(Br)/C=C/c1ccccc1,7.3µM*,1%,-2%
Cc1cc(C)cc(NC(=O)CN2CCN(C(=O)c3cccs3)CC2)c1,-25%,/,1%
CC(/C=C/c1ccc(N(C)C)cc1)=N\N=C(/N)SC1CC(=O)N(c2ccc(C(=O)O)cc2)C1=O (stereo not given),?,3%,-3%

# The list itself, previewed entries included:
SMILES,TDP1 cell noCPT,N370S GC mod,TDP1 block
CC(=O)NS(=O)(=O)c1ccc(NC(=O)c2ccc(S(=O)(=O)N3CCCC3)cc2)cc1,-3%,/,-1%[56.1 µM]
C/C(=N\NC(=O)c1cc2c(s1)CCC(C)C2)c1ccc[nH]1 (stereo not given),-24%,/,1%
CCOC(=O)c1c(C)[nH]c(=S)c(C#N)c1-c1ccccc1,-20%,-8%,3%
O=C(CNC(=O)c1ccc2c(c1)OCO2)N/N=C(Br)/C=C/c1ccccc1,7.3µM*,1%,-2%
Cc1cc(C)cc(NC(=O)CN2CCN(C(=O)c3cccs3)CC2)c1,-25%,/,1%
CC(/C=C/c1ccc(N(C)C)cc1)=N\N=C(/N)SC1CC(=O)N(c2ccc(C(=O)O)cc2)C1=O (stereo not given),?,3%,-3%
CCN(CC)CCCN(C)C(=O)Cn1nc(Cc2ccncc2)c2ccccc2c1=O,-25%,-19%,/
C=C(C)CNC(=S)Nc1nc2c(cc1C(=O)OCC)CCCC2,-4%,3%,6%
C/C=C/c1ccc(OCCSc2nc(C)cc(=O)[nH]2)c(OC)c1,-27%,30%,2%
Cc1cc(C)nc(SCC(=O)N(C)CC(=O)Nc2ccccc2Br)n1,6%,-3%,-5%[0.505 µM]
Cc1ccc(C)c(N2CCN(C(=O)CNS(=O)(=O)c3cccs3)CC2)c1,-19%,-10%,0%
O=c1c2ccccc2ncn1Cc1ccc2c(c1)OCO2,-7%,-4%,8%
COc1cc(NS(=O)(=O)c2ccc(-c3cc(C)no3)cc2)cc(OC)c1,2.1µM*,/,6%
CCOCCn1c(=O)c2c(nc3n2CCCN3Cc2ccccc2)n(C)c1=O,-20%,-8%,/
C[C@H](CO)N1C[C@H](C)[C@@H](CN(C)S(=O)(=O)c2cn(C)cn2)Oc2ccc(NS(=O)(=O)c3ccccc3)cc2C1=O,2%,/,0%
CN(C)c1ccc(CNn2cnnc2SCc2ccc(F)cc2)cc1,?,1%,1%
CC(=O)c1sc(C(=O)O)c(-c2ccco2)c1-c1ccco1,-19%,-24%,50µM*
NC(=O)CSc1cn(CCNC(=O)c2cccs2)c2ccccc12,-17%,-4%,/
Cc1ccc(NC(=O)CN(C)S(=O)(=O)c2ccc3c(c2)n(C)c(=O)c(=O)n3C)cc1C,4%,/,6%
COc1ccc(C(=O)Nc2ccncc2)cc1[N+](=O)[O-],-20%,0%,/
COc1cc(OC)cc(-c2nc3nc(C)c(CCC(=O)O)c(C)n3n2)c1,-4%,0%,1%
O=C(Nc1ccsc1C(=O)N1CCCCCC1)c1ccccc1,?,17%,4%
CC(=O)Nc1ccc(N2CCCC(C)C2)c([N+](=O)[O-])c1 (stereo not given),23µM*,0%,6%
C[C@H](CO)N1C[C@H](C)[C@H](CN(C)C(=O)Nc2ccc(F)cc2)Oc2c(NC(=O)c3ccc(-c4nccs4)cc3)cccc2C1=O,?,/,3%
O=S(=O)(c1ccc(-c2ccon2)s1)N1CCN(c2ccccn2)CC1,-26%,10%,-3%
Clc1cccc(N=C2NN=C(c3ccc4c(c3)OCCO4)CS2)c1,10µM*,3%,1%
CN(C)C(=O)c1ccc(-c2nccc(N(C)Cc3ccco3)n2)cc1,-17%,-8%,/
CC(C)C(OC(=O)CCCC(=O)Nc1nccs1)C(=O)NC1CCCCC1 (stereo not given),-20%,7%,6%
COc1cc(C(=O)Nc2ccc(O)cc2C(=O)O)ccc1OC(C)=O,-6%,-29%,11%
C=CCNC(=O)c1ccccc1NC(=O)c1ccc(Cl)c(S(=O)(=O)Nc2cccc(C)c2C)c1,16µM*,9%,0%
CCCCN(C)CCCNC(=O)CS(=O)Cc1nc(-c2ccc(OC)c(OC)c2)oc1C (stereo not given),-7%,6%,2%
COc1ccccc1NC(=O)Nc1ccc(Cc2ccncc2)cc1,-3%,?,5%
CN1CCN(S(=O)(=O)Cc2ccccc2Cl)CC1,2%,2%,2%
O=C(NC1CC1)c1sc2ccccc2c1Cl,-22%,1%,/
CCOc1ccccc1NC(=O)CCS(=O)(=O)c1ccc(Br)cc1,-22%,-2%,/
CC(=O)N1CCN(C(=O)CCC(=O)O)CC1,-5%,0%,1%
CCN(c1ccccc1)S(=O)(=O)c1ccc(NN)nc1,?,/,2%
CCn1c(SCC(=O)N/N=C/C=C\c2ccccc2[N+](=O)[O-])nnc1-c1ccccc1,-8%,-13%,6%
Cc1cc(Br)ccc1OCCCCN1CCCCC1,?,5%,-7%
CC(NS(=O)(=O)c1ccc(Cl)c(Cl)c1)C(=O)OCC(=O)Nc1ccc2c(c1)OCO2 (stereo not given),8%,19%,0%
C#CCCOC(=O)Nc1ccccc1,6%,-1%,-1%
CCOc1cc(N2CCOCC2)c(OCC)cc1NC(=O)CSc1ncccc1C(=O)O,6.5µM*,/,2%
CC1CCN(S(=O)(=O)c2ccc3nc(-c4cccnc4)cc(C(=O)NCCCOC(C)C)c3c2)CC1,11%,/,5%
COc1ccccc1C(=O)N1CCN(Cc2cccnc2)CC1,-7%,-4%,/
C[C@@]12CC(=O)C3=C(CCCC3=O)N1CCc1ccccc12,-2%[9.04 µM],?,-6%
COc1ccc(CN2CCN(Cc3ccccc3F)CC2)c(OC)c1,?,-13%,/
COc1ccc(N2CCN(C(=O)c3ccc(CS(=O)Cc4ccc(C)cc4)o3)CC2)cc1 (stereo not given),?,-9%,7%
Nc1ncnc(NCc2ccccc2)c1[N+](=O)[O-],-18%,22%,0%
N#Cc1ccccc1NC(=O)c1cc2c(=O)n3ccccc3nc2s1,-8%,/,-9%
Cc1nnc(SCC(=O)NC2CC2)n1-c1ccccc1,-4%,1%,2%
CCOC(=O)c1c(-c2ccc(C)cc2)csc1/N=C(\C)C1=C(O)c2ccccc2C1=O,18µM*,0%,11%
CCOC(=O)c1c(-c2cccs2)csc1NC(=O)CN1CC(C)OC(C)C1 (stereo not given),23µM*,?,-5%
COc1ccc(OCC(=O)NC2CC(=O)N(c3ccc4c(c3)OCCO4)C2)cc1 (stereo not given),0%,/,0%
CC(C)CNC(=O)NC(=O)COc1ccc(C=O)cc1,1%,-12%,1%
O=C(Nc1cccc(Br)c1)Nc1nc2c(s1)CCCCCC2,8.2µM*,/,5%
COc1cc2oc(=O)c3c(c2cc1OCC(=O)c1c(C)n(C)c2ccccc12)CCCC3,?,10%,2%
COc1ccc(NC2CCCN(C(=O)CCN3CCCC3=O)C2)cc1 (stereo not given),5%,4%,2%
CCOC(=O)c1c(C)[nH]c(C(=O)OCC(=O)NCc2ccc(C)cc2)c1C,?,/,1%
O=C(CCNS(=O)(=O)c1ccccc1F)N1CCN(S(=O)(=O)c2cccc(F)c2)CC1,-5%,3%,/
COc1ccc(-c2nc(SCc3ccccc3)n(C(=O)c3ccco3)n2)cc1,-18%,-8%,9%

# (list continues)
SMILES,TDP1 cell noCPT,N370S GC mod,TDP1 block
Cc1csc(CN(C)C(=O)C2CCC(=O)N(Cc3ccc(Cl)cc3)C2)n1 (stereo not given),15%,5%,3%
COCc1ccc(CN2CCC(Oc3ccc(C(=O)NCc4ccccn4)cc3)CC2)o1,-22%,3%,4%
CCOC(=O)c1sc(NC(=O)CCCCl)nc1C,?,12%,1%
O=C(CCl)Nc1cn(-c2ccccc2)nc1-c1ccc(F)cc1,3.7µM*,-7%,5%
Cc1cccc(NC(=O)c2ccc(NCCO)c([N+](=O)[O-])c2)n1,?,10%,3%
Cc1oncc1C(=O)Nc1cccc2ccccc12,15%,-3%,4%
c1ccc(COc2ccc(OCCCN3CCCC3)cc2)cc1,?,-17%,1%
Cc1ccccc1N1CCN(C2CCCN(C(=O)c3cnsn3)C2)CC1 (stereo not given),1%,-4%,2%
CCN(CC)c1ccc(NC(=O)COc2ccc(C#N)cc2)cc1S(=O)(=O)Nc1ccc(OC)cc1,?,18%,0%
Cc1ccc(CN2CCN(CCC(C)C)C(CCO)C2)s1 (stereo not given),-3%,-9%,0%
COc1ccccc1NS(=O)(=O)c1cc(NC(=O)c2cnccn2)ccc1N1CCOCC1,0%,0%,11%
Cc1ccc(F)cc1NC(=O)Cn1c(C)cc(C)c(C#N)c1=O,2%,/,6%
CN(C)S(=O)(=O)c1ccc(S(=O)(=O)N(CC(=O)Nc2ccccc2)CC2CCCO2)cc1 (stereo not given),-27%,7%,2%
Cn1c(=O)c2c(ncn2CCCc2ccccc2)n(C)c1=O,-15%,5%,9%
C/C=C/c1ccc(OCCOc2ccc(C=O)cc2)c(OC)c1,?,12%,3%
CCOCc1nnc(NC(=O)c2c(OC)cccc2OC)s1,-1%,4%,2%
CCCNC(=O)C(=O)NCC(c1ccc2c(c1)OCO2)N1CCOCC1 (stereo not given),-5%,/,5%
CCOC(=O)c1c(NCC2CCCO2)c2ccccc2[nH]c1=O (stereo not given),-13%,?,11%
O=C(c1ccc(F)cc1)N1CCCC(c2nc(-c3ccncc3)no2)C1 (stereo not given),?,-6%,/
COCCCNc1nc(N)c([N+](=O)[O-])c(NCC2CCCO2)n1 (stereo not given),-7%,18%,-1%
COc1ccc(CCn2c(-c3cc([N+](=O)[O-])cc([N+](=O)[O-])c3)nc3nc4ccccc4nc32)cc1,?,11%,4%
COCCNC(=S)NNc1ccc(Cl)c(C(=O)O)c1,32%[activator],1%,-6%
O=C1c2ccccc2NC(c2cn[nH]c2-c2ccccc2)N1O (stereo not given),?,8%,3%
Cc1ccc(S(=O)(=O)NC(C)(C)CSc2ncccn2)cc1,-24%,9%,4%

# Ordered by SMILES length (rising): part of the list above
SMILES,TDP1 cell noCPT,N370S GC mod,TDP1 block
Cn1c(=O)c2c(ncn2CCCc2ccccc2)n(C)c1=O,-15%,5%,9%
CCOC(=O)c1c(NCC2CCCO2)c2ccccc2[nH]c1=O (stereo not given),-13%,?,11%
CN(C)S(=O)(=O)c1ccc(S(=O)(=O)N(CC(=O)Nc2ccccc2)CC2CCCO2)cc1 (stereo not given),-27%,7%,2%

# Following part
SMILES,TDP1 cell noCPT,N370S GC mod,TDP1 block
CN(Cc1cccc2ncccc12)C(=O)CC1C(=O)NCCN1Cc1ccc(F)cc1 (stereo not given),-9%,-7%,0%
CC1C(=O)N2CCCc3cc(S(=O)(=O)N4CCN(c5cccc(Cl)c5)CC4)cc1c32 (stereo not given),-19%,-2%,0%
Cc1cc(C)nc(N/N=C/C=C/c2ccccc2)n1,?,11%,1%
CC(Oc1ccc2c(-c3ccccc3)cc(=O)oc2c1)C(=O)NCC1CCC(C(=O)O)CC1 (stereo not given),-16%&-10%,3%&-10%,/
Cn1c(SCC(N)=O)nnc1C1CCN(C(=O)NCc2ccccc2)CC1,-30%,-7%,5%
Cc1c(C(=O)OCC[N+]2(C)CCCCC2)oc2ccccc12,-24%,-10%,6%
Cc1nn(C)cc1S(=O)(=O)Nc1ccccc1Br,-18%,4%,3%
COc1ccccc1C1CC(=O)Nc2cc3c(cc21)OCCO3 (stereo not given),5.2µM*,10%,16%
O=C(O)C(c1ccccc1)C1(O)CCCC1 (stereo not given),-14%,4%,7%
Cc1cc(N2CCOCC2)n2ncc(-c3ccccc3Cl)c2n1,1%,-9%,/
O=C(Cn1cnc2ccccc2c1=O)Nc1ccc(N2CCOCC2)cc1,-5%,7%,4%
Cc1nn(CC(=O)NCCc2ccc(Cl)cc2Cl)c(C)c1[N+](=O)[O-],-9%,10%,-1%
CC1=C(C(=O)Nc2ccc(C)cc2C)C(c2ccccc2)n2nc(SCC(=O)c3ccc(C)cc3)nc2N1 (stereo not given),-1%,/,1%
Cc1ccc(Nc2nc(N3CCN(C)CC3)nc(N)c2[N+](=O)[O-])cc1C,/,-5%,-3%

# From PubChem BioAssay

# These rows are one share of the data, so the mix of outcomes need not match the whole.
